D3 ag: D3 dopamine receptor (human) agonism; P35462; D3R DiscoveRx beta-arrestin cells, luminescence, 90 min; max activation, %; 410,000 tested, 0.58% active; AID 652048; in the data active = max activation above about 30%; also: 0% is about no effect; mostly tested at two doses, the higher about 12 µM
Target sequence (P35462 whole entry, looked up): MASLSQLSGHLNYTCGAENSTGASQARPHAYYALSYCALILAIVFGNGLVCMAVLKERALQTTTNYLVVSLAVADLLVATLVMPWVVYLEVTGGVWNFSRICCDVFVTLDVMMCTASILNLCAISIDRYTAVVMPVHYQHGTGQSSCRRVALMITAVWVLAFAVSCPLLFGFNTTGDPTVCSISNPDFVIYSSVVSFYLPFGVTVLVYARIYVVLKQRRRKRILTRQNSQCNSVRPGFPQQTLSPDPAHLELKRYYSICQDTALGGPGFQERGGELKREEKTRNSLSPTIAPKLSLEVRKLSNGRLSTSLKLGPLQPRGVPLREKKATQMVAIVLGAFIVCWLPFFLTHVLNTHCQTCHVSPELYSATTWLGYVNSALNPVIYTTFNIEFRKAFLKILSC
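Cells at 1500/well, incubated overnight, then treated with pinned compounds (dopamine as control) for 90 min at 37 degrees C. DiscoveRx reagent added for 30 - 60 minutes at room temperature; luminescence read.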
KB-V1 MDR tox: kills drug-selected multidrug resistant KB-V1 cells. 400,000 tested, 3.4% active. Potency, µM (series often up to 46.1 µM), for inactives: top-dose activity change, negative = cytotoxicity, hits mostly cytotoxic. KB-V1 MDR cells viability, CellTiter-Glo, 72 h. AID 1347076; also: potency is read from the fitted curve at half-maximal effect; % is scaled to controls: 0 for no effect and ±100 for the full control effect; nearly all actives have a fitted effect of over 60% in size
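Readout: CellTiter-Glo luminescence, 10 min after addition. Cells: KB-V1 MDR subline, 72 h at 37 degrees C with compound. Analysis: corrected, normalized data fitted to concentration-effect curves.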
KB-3-1 tox: kills parental KB-3-1 adenocarcinoma cells. 400,000 tested, 1.4% active. Potency, µM (doses to about 46.1 µM), without a hit: top-dose activity change, negative = cytotoxic, actives largely listed as cytotoxic. KB-3-1 viability, CellTiter-Glo ATP luminescence, 72 h. AID 1347075; also: potency is read from the fitted curve at half-maximal effect; % is scaled to controls: 0 for no effect and ±100 for the full control effect; nearly all actives have a fitted effect of over 60% in size
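Cells are dispensed, compounds pinned in, plates held at 37 °C for 72 h, then CellTiter-Glo is added and luminescence read after 10 minutes. Cell line: parental KB-3-1 in phenol-red-free DMEM, 10% FBS.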
* = called active by the depositor; u = inconclusive. Unless noted, calls follow the shape of the dose curve; as a rule, active = well fitted cell-killing curve with a large enough effect; inconclusive = small, poorly fitted or top-dose-only effect, or effect the other way; inactive = flat fitted curve, though single readings scatter.

SMILES | D3 ag | KB-V1 MDR tox | KB-3-1 tox
Cc1ccc2ncc3c(-c4ccc(F)cc4)nn(CC(=O)Nc4ccccc4C)c3c2c1 | 6 | -6% | 4%
CCCOc1ccc(C(=O)Nc2ccc(NC(=O)c3cccc(Cl)c3)cc2)cc1 | 9 | 4% | 5%
Cc1ccc(NC(=O)C2CCN(C(=O)c3cnn(-c4ccccc4)c3-n3cccc3)CC2)cc1C | 13 | -11% | -10%
CCN(CC)S(=O)(=O)c1ccc2c(c1)N(CC(=O)N1CCN(c3cccc(C)c3C)CC1)C(=O)CO2 | 10 | 4% | -12%
CCc1nn(CC(=O)NC(C)C)c(=O)c2cc3cc(F)ccc3n12 | 7 | -16% | -2%
COc1ccc(CCNC(=O)C(=O)NCC(c2ccco2)S(=O)(=O)c2cccs2)cc1OC (stereo not given) | 9 | -4% | -13%
O=C(NCc1ccc(F)cc1)c1cnc(N2CCOCC2)c2ccccc12 | 8 | 13% | -3%
COC(=O)c1sc2ccccc2c1S(=O)(=O)N1CCN(c2ccc(C(C)=O)cc2)CC1 | 2 | 0% | -2%
COc1cccc(CNC(=O)C2=C(C)C(=O)OC23CCN(C(C)=O)CC3)c1OC | 2 | 7% | u
CC(C)(C)OC(=O)N1CCC(c2c(C(=O)N3CCN(c4ccccn4)CC3)cnn2-c2ccccc2)CC1 | 9 | 4% | 12%
CCCn1c2ccccc2c2cnn(CC(=O)NC(CCSC)C(=O)OC)c(=O)c21 (stereo not given) | -11 | 3% | -1%
CCCn1cc(S(=O)(=O)c2ccccc2)c(=O)c2cc(F)c(N3CCCC(C)C3)cc21 (stereo not given) | 10 | -5% | -3%
Cc1cc(C)c(Cn2c3ccccc3c3cnn(CC(=O)N4CCCCCC4)c(=O)c32)c(C)c1 | 23 | 1% | 3%
Cc1ccc(NC(=O)N2CC3CCCN3c3ccccc32)c(C)c1 (stereo not given) | 5 | -25% | -2%
CCOC(=O)C(=O)NCC(c1cccnc1)N1CCN(c2ccccc2)CC1 (stereo not given) | 1 | -12% | 7%
Cc1cccn2c(=O)c(C(=O)NCCc3ccccc3)cnc12 | 3 | -10% | 4%
CCCS(=O)(=O)c1c(S(=O)(=O)CCC)c2cc(CC)ccn2c1C(=O)c1ccc(OC)cc1 | -9 | 3% | -17%
COc1ccc(S(=O)(=O)N(C)Cc2nc(-c3cccc(C)c3)no2)cc1 | 0 | -3% | -5%
c1coc(-c2nc3ccccn3c2Nc2ccc3c(c2)OCCO3)c1 | 0 | 2% | -10%
COC(=O)CNC(c1ccccc1)c1cc(Br)ccc1NC(=O)c1cc(OC)c(OC)c(OC)c1 (stereo not given) | -6 | 1% | 0%
Cn1c(=O)oc2cc(S(=O)(=O)CCC(=O)NCCc3ccc(Cl)cc3)ccc21 | 3 | 11% | -12%
O=C(Nc1ccccc1F)c1cnc(N2CCCCC2)c2ccccc12 | 2 | -9% | 4%
Cc1ccc2c(=O)cc(C(=O)Nc3sc4c(c3C(N)=O)CCCC4)oc2c1 | -9 | 21% | -2%
CCCn1cc(S(=O)(=O)c2ccc(CC)cc2)c(=O)c2cc(F)c(N(CC)CC)cc21 | 2 | 14% | -8%
Cc1ccc(CNC(=O)c2sc3nc(-c4ccc(F)cc4)ccc3c2N)cc1 | -3 | -10% | 17%
COC(=O)c1ccc(-c2nc3cc(NC(C)=O)ccc3o2)cc1 | -11 | u | -5%
CCOC(=O)c1cnc2c(ccc3ccccc32)c1Nc1ccccc1OC | 2 | 1% | u
O=C1CN(C(=O)c2ccc(S(=O)(=O)N3CCCC3)cc2)C(c2ccc(F)cc2)c2cc(Br)ccc2N1 (stereo not given) | -14 | -9% | -5%
CC(=O)Nc1ccc(-n2cc3c(c2-c2ccc(C)cc2)c(=O)n(C)c(=O)n3C)cc1 | 0 | 22% | 3%
Cc1ccc(CNS(=O)(=O)c2ccc3[nH]c4c(c3c2)CCCCC4)cc1 | -2 | -13% | u
N#CC1=C(N)N(c2ccc(Cl)cc2)C2=C(C(=O)CCC2)C1c1cc(CN2CCOCC2)cs1 (stereo not given) | -2 | u | 16%
Cc1ccc(-n2ncc(C(=O)NCCN3CCc4ccccc4C3)c2C2CCN(C(=O)OC(C)(C)C)CC2)cc1 | -27 | -3% | u
COc1cc2ccccc2cc1C(=O)Nc1ccc2oc(-c3cc(Br)ccc3Cl)nc2c1 | -9 | 5% | 19%
CCOC(=O)CSc1nc(-c2ccc(OC)cc2)cc(C(F)(F)F)c1C#N | 4 | -4% | 13%
COc1ccc(CCNC(=O)c2cnc3sc(N4CCCCC4)nn3c2=O)cc1OC | 5 | 12% | -1%
COc1ccc(NC(=O)CSc2nccn2Cc2ccc3c(c2)OCO3)cc1 | -7 | -11% | 15%

Exported field by field: part of the list above
O=C(NCc1ccc(F)cc1)c1cnc(N2CCOCC2)c2ccccc12
  D3 ag: 8
  KB-V1 MDR tox: 13%
  KB-3-1 tox: -3%
CCOC(=O)c1cnc2c(ccc3ccccc32)c1Nc1ccccc1OC
  D3 ag: 2
  KB-V1 MDR tox: 1%
  KB-3-1 tox: u
Cc1ccc(NC(=O)C2CCN(C(=O)c3cnn(-c4ccccc4)c3-n3cccc3)CC2)cc1C
  D3 ag: 13
  KB-V1 MDR tox: -11%
  KB-3-1 tox: -10%
Cn1c(=O)oc2cc(S(=O)(=O)CCC(=O)NCCc3ccc(Cl)cc3)ccc21
  D3 ag: 3
  KB-V1 MDR tox: 11%
  KB-3-1 tox: -12%

(more compounds)
SMILES | D3 ag | KB-V1 MDR tox | KB-3-1 tox
CCCn1c(CCC(=O)Nc2cc(OC)cc(OC)c2)nc2cccnc21 | -6 | 15% | -3%
COc1cc2ncc(C(=O)c3ccc(C)cc3)c(N3CCCCC3)c2cc1OC | -15 | 5% | -2%
COc1ccccc1CNC(=O)c1ccc2nc(N3CCCCC3)sc2c1 | -9 | 0% | 7%
CCn1ccc2cc(S(=O)(=O)N3CCC(C(=O)NCC(C)c4ccccc4)CC3)ccc21 (stereo not given) | -4 | 10% | -9%
Cc1cccc(NC(=O)CSc2ccc(-c3ccccn3)nn2)c1 | -7 | -16% | -18%
Cc1ccc(C)c(NC(=O)CSc2ncc3c(n2)-c2cc(Cl)ccc2N(Cc2ccccc2F)S3(=O)=O)c1 | 6 | -4% | 3%
CCOc1ccc(NC(=O)c2sc3ccccc3c2Cl)cc1 | 4 | 3% | -5%
COc1ccc(OCc2nnc(-c3ccccc3)o2)cc1 | -5 | u | -13%
COC(=O)NCC(c1cccnc1)N1CCN(c2ccc(F)cc2)CC1 (stereo not given) | 6 | 7% | 0%
CCc1nc2nc(C)cc(Nc3ccc(OC)cc3OC)n2n1 | -2 | 17% | 2%
COc1ccc(-c2nc3ccccc3o2)cc1NC(=O)c1cc(Br)ccc1OC | 5 | 14% | -1%
CCOc1ccccc1NC(=O)CN1C(=O)C(=O)c2ccccc21 | -10 | 5% | 21%
CCOc1ccccc1/C=C/c1onc(C)c1S(=O)(=O)N1CCC(C(=O)N2CCCCC2)CC1 | -17 | -5% | 1%
Cc1ccc2cccc(NC(=O)c3ccc(-c4ccc(Cl)cc4Cl)o3)c2n1 | 0 | 4% | -4%
CCN1CCc2nc3sc(C(=O)c4ccc(F)cc4)c(N)c3cc2C1 | 4 | -1% | -5%
Cc1cc(C(=O)NCc2cccc(Br)c2)c2c(C)nn(-c3ccccc3)c2n1 | -7 | 3% | -3%
CCCCn1cc(S(=O)(=O)c2ccc(CC)cc2)c(=O)c2cc(F)c(N3CCOCC3)cc21 | -6 | 1% | 2%
Cc1ccccc1OCC(=O)Nc1c(C)ccc2nsnc12 | 22 | -9% | -14%
Cc1ccc(C)c(NC(=O)Cn2cc(S(=O)(=O)NC(C)C)c(S(=O)(=O)NC(C)C)c2)c1 | 6 | 10% | 2%
COC(=O)c1c(NC(=O)COc2cccc(C(F)(F)F)c2)sc2c1CCCC2 | 9 | 6% | 3%
O=S(=O)(c1ccc(Br)cc1)N1CCn2cccc2C1c1ccc(Br)cc1 (stereo not given) | 3 | -24% | 12%
COCCCNC(=O)Cn1nc(N2CCN(c3ccccc3)CC2)ccc1=O | -5 | 6% | 1%
COC(=O)c1ccccc1NC(=O)c1nn(-c2ccc(OC)cc2)c(=O)c2c1c1ccccc1n2C | 9 | -15% | 0%
COc1cc(C(=O)NCCSc2c(C)[nH]c3ccccc23)cc(OC)c1OC | 5 | -7% | -1%
COc1ccc(CCNC(=O)C(C)n2c(=O)cc(-c3ccccc3)c3c(C)nn(C)c32)cc1OC (stereo not given) | -5 | -2% | 0%
COc1ccc(NC(=O)C2(S(=O)(=O)c3ccc(C)cc3)CC2)c(OC)c1 | 4 | 21% | 21%
COc1ccc(N(Cc2cccs2)C(=O)c2ccc(C(C)(C)C)cc2)cc1 | -22 | -12% | -23%
COc1ccc(-c2csc3nc(-c4ccccc4C)oc(=O)c23)cc1OC | -6 | 25% | 0%
O=C(Nc1nc2ccc(S(=O)(=O)N3CCCC3)cc2s1)c1cccc(F)c1 | 4 | -5% | -13%
CCCN(CCC)c1cc(C)nc2nc(-c3ccc(C(C)(C)C)cc3)nn12 | 1 | 8% | 1%
CCOC(=O)c1c(C)oc2ncnc(NCCCN3CCN(c4cc(C)ccc4C)CC3)c12 | -18 | -9% | -15%
CC(=O)N1CCc2cc(S(=O)(=O)NC(CC(C)C)C(=O)Nc3cc(C)cc(C)c3)ccc21 (stereo not given) | -4 | 0% | 2%
O=C(/C=C/c1ccccc1)Nc1cc(-c2nc3cc(Cl)ccc3o2)ccc1Cl | 1 | u | -2%
COc1ccc(CNC(=O)CSc2ncc3c(n2)-c2ccc(Cl)cc2N(Cc2ccc(F)cc2)S3(=O)=O)cc1OC | -23 | -21% | -15%
CCOc1ccc(OC(=O)c2cn(-c3cccc(OC)c3)c(=O)c3ccccc23)cc1 | 5 | 16% | 11%
CCc1cccc(NC(=O)C2CCC(CNS(=O)(=O)c3ccc4c(c3)CCCC(=O)N4)CC2)c1 (stereo not given) | 6 | u | 7%

Quoted from the listing.
D3 ag with COc1ccc(NC(=O)C2(S(=O)(=O)c3ccc(C)cc3)CC2)c(OC)c1 stands at 4
KB-3-1 tox with COc1ccc(N(Cc2cccs2)C(=O)c2ccc(C(C)(C)C)cc2)cc1 stands at -23%
KB-3-1 tox with COc1ccc(CNC(=O)CSc2ncc3c(n2)-c2ccc(Cl)cc2N(Cc2ccc(F)cc2)S3(=O)=O)cc1OC stands at -15%
KB-3-1 tox with CCOC(=O)c1c(C)oc2ncnc(NCCCN3CCN(c4cc(C)ccc4C)CC3)c12 stands at -15%
D3 ag with O=C(/C=C/c1ccccc1)Nc1cc(-c2nc3cc(Cl)ccc3o2)ccc1Cl stands at 1

(listing goes on)
SMILES | D3 ag | KB-V1 MDR tox | KB-3-1 tox
CCCCSc1nnc2n(-c3cccc(C)c3)c(=O)c3c4c(sc3n12)CCCC4 | -10 | 25% | 5%
COc1ccc(CNC(=O)c2ccc3c(c2)nc2n3CCOC2)c(OC)c1 | 6 | u | 9%
CCc1ccc(-c2nc(-c3cc4ccccc4oc3=O)sc2C)cc1 | 7 | 13% | -3%
CC(=O)N1c2ccccc2C(=O)C1N1CCN(c2cccc(C(F)(F)F)c2)CC1 (stereo not given) | 0 | u | 1%
COc1ccccc1NC(c1ccc(Cl)cc1)c1nnc(-c2cccc(F)c2)o1 (stereo not given) | 9 | -26% | u
Cc1ccc(-n2ncc3c(NCCCn4ccnc4)ncnc32)cc1Cl | -14 | 0% | -9%
COc1ccc(-c2noc(-c3ccc(NC4CCCC4)c([N+](=O)[O-])c3)n2)cc1 | -4 | -28% | 3%
COc1ccc(CC(=O)NCC(c2ccc(N(C)C)cc2)N2CCOCC2)cc1 (stereo not given) | 10 | 15% | -7%
CC(=O)NCC(c1ccc2c(c1)OCO2)N1CCN(c2ccccc2)CC1 (stereo not given) | -13 | 0% | 3%
Cc1cccc(N2CCN(C3(c4ccccc4)C(=O)c4ccccc4C3=O)CC2C)c1 (stereo not given) | -18 | u | -1%
COc1cc2ccccc2cc1C(=O)Nc1cccc(-c2nc3ccccc3o2)c1 | 10 | 1% | -29%
CC1CCCCN1S(=O)(=O)c1ccc(F)c(C(=O)Nc2ccccc2C(F)(F)F)c1 (stereo not given) | -4 | -14% | 0%

Record cards (already shown). Order of screens: D3 ag | KB-V1 MDR tox | KB-3-1 tox
Profile of `CCc1ccc(-c2nc(-c3cc4ccccc4oc3=O)sc2C)cc1` → 7 | 13% | -3%
Profile of `COc1cc2ccccc2cc1C(=O)Nc1cccc(-c2nc3ccccc3o2)c1` → 10 | 1% | -29%

(more compounds)
SMILES | D3 ag | KB-V1 MDR tox | KB-3-1 tox
Cc1ccc(CNC(=O)c2cc3ccc4cccnc4c3[nH]2)cc1 | -14 | -11% | 1%
Cc1ccc(NC(=O)Cn2c(=O)n(Cc3nc(-c4ccccc4)no3)c(=O)c3cc4c(cc32)OCO4)cc1F | -2 | -9% | 5%
O=C(CSC1=Nc2ccccc2C2=NC(Cc3ccccc3)C(=O)N12)Nc1ccccc1F (stereo not given) | -12 | 9% | -7%
CCOc1ccc(S(=O)(=O)N2CCN(c3cccc(C(F)(F)F)c3)CC2)cc1OCC | -7 | -14% | -5%

Screens (PubChem BioAssay)

The list is partial; the hit share may differ from the screen's.
